Source: PubChem BioAssay
L3MBTL1 block: inhibitors of human L3MBTL1. Q9Y468. AlphaScreen L3MBTL1–H3K9me1 peptide binding. Potency, µM (doses to about 57.1 µM), inactives show top-dose activity, negative = inhibition, usual class: inhibitors. hit rate 0.66% among 230,000. AID 485360; active means well fitted inhibition curve with a large enough effect; inconclusive means small, poorly fitted or top-dose-only effect; inactive means no such curve, though single readings can be large or run the other way; further: nearly all actives have a fitted effect of over 60% in size
Target sequence (Q9Y468 whole entry, looked up): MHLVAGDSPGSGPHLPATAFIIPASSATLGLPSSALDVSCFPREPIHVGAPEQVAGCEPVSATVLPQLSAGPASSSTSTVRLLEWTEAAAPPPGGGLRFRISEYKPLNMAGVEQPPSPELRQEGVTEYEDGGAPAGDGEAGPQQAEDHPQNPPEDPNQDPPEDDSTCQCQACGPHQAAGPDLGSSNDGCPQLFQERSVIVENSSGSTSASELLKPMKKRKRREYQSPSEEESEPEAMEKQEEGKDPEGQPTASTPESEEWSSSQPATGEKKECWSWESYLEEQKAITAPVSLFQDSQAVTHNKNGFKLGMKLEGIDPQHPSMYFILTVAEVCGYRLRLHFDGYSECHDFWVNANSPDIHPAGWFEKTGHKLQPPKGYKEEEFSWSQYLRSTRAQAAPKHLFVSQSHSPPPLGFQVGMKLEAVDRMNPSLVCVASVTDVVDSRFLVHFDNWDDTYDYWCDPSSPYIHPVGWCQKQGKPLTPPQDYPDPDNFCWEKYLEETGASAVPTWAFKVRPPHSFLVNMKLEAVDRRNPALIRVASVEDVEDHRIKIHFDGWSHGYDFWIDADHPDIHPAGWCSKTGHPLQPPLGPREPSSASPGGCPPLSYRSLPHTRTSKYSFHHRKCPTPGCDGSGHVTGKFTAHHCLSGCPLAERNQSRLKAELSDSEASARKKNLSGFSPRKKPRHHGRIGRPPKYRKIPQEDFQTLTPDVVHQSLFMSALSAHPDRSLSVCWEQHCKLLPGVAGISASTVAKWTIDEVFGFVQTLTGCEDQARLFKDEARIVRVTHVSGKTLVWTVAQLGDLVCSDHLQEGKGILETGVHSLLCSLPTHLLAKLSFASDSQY
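Displacement of a biotinylated histone H3(1-15) peptide monomethylated at Lys9 (75 nM) from L3MBTL1 (50 nM) was measured by AlphaScreen after a 30 min room-temperature compound incubation; cefsulodin titration served as intraplate control.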
An asterisk follows results filed as active; ? = inconclusive; [ ] = dose if it differs, or a comment. On the % scale 0 is the no-effect control and ±100 the full control effect; potency means the concentration at half of the fitted maximal effect. This is a subset; count on the stated rates, not on these rows.

SMILES	L3MBTL1 block
COc1ccc(N2C(=O)N3[C@@H]4c5ccccc5OC[C@@H]4[C@@H](c4ccccc4)[C@@]3(C)C2=O)cc1	-1%
CCOC(=O)C1=C(COC(=O)COc2ccccc2OCC)NC(=O)NC1C (stereo unspecified)	-1%
CCN1C(=O)[C@H]2[C@@H](c3ccc(-c4ccc(F)cc4)c(OC)c3)N3CCC[C@@]3(C(=O)OC)[C@H]2C1=O	-3%
Cc1ccccc1SCC(=O)NCC(c1ccc(F)cc1)N1CCOCC1 (stereo unspecified)	0%
CC(C)(C)N(Cc1ccccc1)C(=O)COC(=O)c1ccc(N2CCCC2=O)cc1	24%
Cc1ccc(S(=O)(=O)N(C)C)cc1NC(=O)c1cc(S(=O)(=O)N2CCCCC2)ccc1N1CCOCC1	1%
O=C(COC(=O)CC1CCCC1)Nc1cccc(F)c1	2%
CCCc1cc(=O)[nH]c(SCC(=O)N2CCc3cc(OC)c(OC)cc3C2)n1	1%
O=C(COC(=O)/C=C/c1cccc(C(F)(F)F)c1)NCc1cccs1	-6%
CC(C)c1nc(SCC(=O)Nc2cccc3ccccc23)n[nH]1	0%
Cc1ccc(NC(=O)C(C)OC(=O)Cn2[nH]c(=O)c3ccccc3c2=O)cc1 (stereo unspecified)	-8%
CC1Sc2ccc(C(=O)Nc3ncccc3O)cc2NC1=O (stereo unspecified)	-11%
Cc1ccc(C)c(S(=O)(=O)N2CCN(C(=O)C3CCN(c4ncnc5sc(C)c(C)c45)CC3)CC2)c1	-11%
CCN(CC(=O)Nc1ccc(NC(C)=O)cc1)C(=O)c1ccc2ccccc2c1	3%
O=C(CN1CCN(S(=O)(=O)c2cc(C(F)(F)F)ccc2Cl)CC1)N1CCc2ccccc2C1	0%
CC1O[C@@H](O[C@H](C)CC[C@@H](C)O[C@H]2OC(C)[C@@H](O)C[C@H]2O)C(O)C[C@H]1O (stereo partly specified)	3%
Cc1ccccc1OCC(=O)NNC(=O)Cc1ccc(S(=O)(=O)N2CCOCC2)s1	-6%
O=C(CSc1ncnc2sccc12)NC1CCS(=O)(=O)C1 (stereo unspecified)	-4%
O=C(NCc1ccc(Cl)cc1)c1cccc(S(=O)(=O)N2CCCC2)c1	3%
O=C(CCC(=O)c1cccs1)OCC(=O)c1ccc(F)cc1	3%
CCc1noc(C)c1C(=O)Nc1cc(Cl)ccc1N1CCCC1	4%
COC(=O)c1ccc(/C=C/C(=O)OCC(=O)c2ccc[nH]2)cc1	-7%
CN(C(=O)COC(=O)Cc1c(F)cccc1Cl)c1c(N)n(Cc2ccccc2)c(=O)[nH]c1=O	7%
CCOC(=O)C1=C(COC(=O)CSc2ccc(Br)cc2)NC(=O)NC1C (stereo unspecified)	-9%
Cc1ccccc1NC(=O)COC(=O)c1n[nH]c(=O)c2ccccc12	11%
CCC(CO)Oc1cc(NCc2ccccc2F)c2ncn(C(C)C)c2c1 (stereo unspecified)	-9%
Cc1cc(Cl)nc(Cl)c1C(=O)NCCc1ccccc1	0%
O=C(CCNC(=O)c1ccc(Cl)cc1)Nc1ccc(S(=O)(=O)N2CCOCC2)cc1	0%
CCCCn1c(N)c(N(CCOC)C(=O)c2ccco2)c(=O)[nH]c1=O	9%
CCCCn1c(N)c(N(CCOC)C(=O)c2sc3ccccc3c2Cl)c(=O)[nH]c1=O	-2%
O=C(Cc1ccccc1F)Nc1cccc(S(=O)(=O)N2CCOCC2)c1	3%
CN(C(=O)c1ccc(NC(=O)Cc2cccc(NC(=O)C3CCN(C(=O)C4CCC4)CC3)c2)cc1)C1CCCC1	-6%
O=C1CC(C(=O)N2CCN(c3ccccc3O)CC2)CN1Cc1ccccc1 (stereo unspecified)	-4%
COc1ccc(S(=O)(=O)N2CCCCCC2)cc1C(=O)N1CCN(c2ccccc2O)CC1	-9%
COc1ccc(Br)c(C(=O)N(C)CC(=O)Nc2ccc(N3CCOCC3)cc2)c1	0%
Cn1c(N)c(C(=O)CSc2nn(-c3ccccc3)c(=S)s2)c(=O)n(C)c1=O	-1%
Cn1nnnc1Sc1ncnc2scc(Br)c12	5%
COC(=O)c1cccc(NC(=O)CCN2C(=O)C3CC=CCC3C2=O)c1 (stereo unspecified)	-2%
CCCCNC(=O)[C@@H]1CCCN1S(=O)(=O)c1cccc2cccnc12	1%
O=C(COc1ccccc1[N+](=O)[O-])OCC(=O)c1ccc(Br)s1	-23%
Cc1ccc(C(C)C)c(OCC(=O)OCC(=O)c2c(N)n(C)c(=O)n(C)c2=O)c1	4%
Cc1ccc(NC(=O)CSCC(=O)Nc2ccccc2N2CCCCC2)cc1	-4%
O=C(CNC(=O)c1ccc(Cl)cc1Cl)OCCCn1c(=O)[nH]c2ccccc21	0%
C=CCN1C(=O)c2ccc(C(=O)N(C)Cc3ccc(C)o3)cc2C1=O	32%[activator]
CCOC(=O)C1CCCN(C(=O)c2ccc3c(c2)OCCO3)C1 (stereo unspecified)	11%
CC(Sc1nn(-c2ccccc2)c(=S)s1)C(=O)NCC1CCCO1 (stereo unspecified)	-4%
Cc1ccc(Cl)cc1N1CCN(C(=O)c2ccccc2SCC(=O)N2CCCC2)CC1	-5%
Oc1cncc(-c2cccnc2)c1	1%
CCCNC(=O)c1onc(CSc2ccc(F)cc2)c1C(=O)NCC1CC1	16%
C=CC[C@@H](CC(=O)N(CCO)Cc1ccccc1)C(=O)N[C@@H](C)COC(=O)[C@@H](CC=C)CC(=O)OC(C)(C)C	-3%
CSc1cccc(N2CC(C(=O)NCCC3=CCCCC3)CC2=O)c1 (stereo unspecified)	5%
CC(C)C(NC(=O)c1ccc(Cl)cc1Cl)C(=O)NCCc1ccccn1 (stereo unspecified)	-1%
CC[C@]12c3[nH]c4cc(-c5ccco5)ccc4c3CCN1C(=O)[C@@H](CC(=O)NCCCn1ccnc1)C[C@@H]2C(=O)N1CCN(C(=O)C2CC2)CC1	-10%
COc1ccc(C2CC(c3ccccc3F)=NN2c2ccc(S(N)(=O)=O)cc2)cc1 (stereo unspecified)	45%[activator]
CN(CC(=O)Nc1ccc(F)cc1)C(=O)c1ccc(N2C(=O)CCC2=O)cc1	-1%
Cc1cc(C)cc(C(=O)NCC(=O)OCC(=O)c2c(N)n(C)c(=O)n(C)c2=O)c1	1%
Cc1noc(C)c1COc1ccccc1C(=O)NNC(=O)c1ccc(F)cc1	0%
COc1cc(OC)cc(-c2sc3ccc(OC)cc3c2-c2ccc(O)cc2)c1	-7%
C=CCSc1nnc(CCc2ccccc2)n1N	8%
Cc1cc(NC(=O)CSc2nc(-c3cccs3)nc3ccccc23)no1	4%
Additional entries follow:
SMILES	L3MBTL1 block
COc1ccc(S(=O)(=O)Nc2ccc3c(c2)N(C(C)=O)CCC3)cc1	1%
Cc1ccc(C(=O)c2c3ccccc3[n+]([O-])n2CCO)cc1	3%
CCN(CC)C(=O)[C@H]1C[C@H](CC(=O)NCCc2ccccn2)C(=O)N2CCc3c([nH]c4cc(CCC(=O)N(C)C)ccc34)[C@]12C	-2%
O=C(O)c1cc(S(=O)(=O)Nc2cc(Cl)ccc2Oc2ccccc2)ccc1O	1%
Nc1c(C(=O)CSc2nnc(-c3ccccc3F)o2)c(=O)[nH]c(=O)n1C1CC1	7%
COc1ccc(-c2cn(CCC(=O)O)c(C)n2)cc1	0%
Cc1cccc(CNc2ncnc3ccc(-c4cccc(C)c4)cc23)c1	4%
COc1ccccc1NC(=O)Nc1nc(CC(=O)Nc2ccc(N(C)C)cc2)cs1	?
COc1ccc2oc(C(=O)Nc3nc(C)cs3)c(C)c2c1	-4%
Cc1ccc(NC(=O)CSCC(=O)NNC(=O)c2ccoc2C)cc1	7%
CCCN(Cc1nnc(-c2ccccc2Cl)o1)C(=O)c1oc2ccccc2c1C	23%
O=C(NCC1COc2ccccc2O1)c1ccc(Cl)c(S(=O)(=O)N2CCOCC2)c1 (stereo unspecified)	-7%
COc1ccc(S(=O)(=O)N(C)C[C@H]2Oc3c(NC(=O)C4CC4)cccc3C(=O)N([C@H](C)CO)C[C@@H]2C)cc1	-2%
CCOC(=O)C1CCCN(C(=O)CN2C(=O)NC(C)(c3ccc4ccccc4c3)C2=O)C1 (stereo unspecified)	-4%
O=C(NCCCN1CCCC1=O)C1CCN(S(=O)(=O)c2cccc(C(F)(F)F)c2)CC1	0%
O=C(Nc1cc(Cl)ccc1N1CCOCC1)c1ccc(=O)[nH]c1	1%
Cc1ccc(S(=O)(=O)Nc2ccc3c(c2)C(=O)N([C@H](C)CO)C[C@H](C)[C@@H](CN(C)Cc2ccc(-c4ccccc4)cc2)O3)cc1	-13%
COC(=O)c1ccc(-c2csc(NC(=O)c3c(C)noc3C)n2)cc1	5%
O=[N+]([O-])c1ccc(C[n+]2cccc(O)c2)cc1	8%
CCN1C(=O)[C@H]2[C@@H](c3ccc(C)cc3)N3C(=O)N(c4ccc(OC)cc4)C(=O)[C@@]3(CC)[C@H]2C1=O	8%
C=CCn1c(O)c2ccc(C(=O)N=NC(=O)COc3ccccc3F)cc2c1O	27%
Cc1cc(C)cc(NC(=O)COC(=O)CNC(=O)C2CCCCC2)c1	4%
Cc1cnc(NCCc2ccccc2)s1	0%
CC1CC(=O)Nc2ccccc2N1C(=O)CSc1nnnn1C (stereo unspecified)	1%
CCC(CN(C)C)Oc1cc(NCc2ccccc2)c2ncn(C(C)C)c2c1 (stereo unspecified)	?
Cc1ccc(C(=O)NNC(=O)c2ccoc2C)s1	2%
CNC(=O)C(=O)NCCC1CCCCN1S(=O)(=O)c1cccs1 (stereo unspecified)	0%
COc1ccc(C(C)(C)C)cc1NC(=O)CN1C(=O)C(=O)N(Cc2ccco2)C1=O	-5%
COc1cc(OC)cc(-c2oc(=O)c3cc(OC)c(OC)cc3c2C#CCCO)c1	2%
C[C@@H](C(=O)Nc1ccccc1N1CCOCC1)N1C(=O)C2CCCCC2C1=O (stereo partly specified)	1%
O=C1NC(=O)C(c2ccc(Cl)cc2)N1 (stereo unspecified)	1%
Cc1ccc(C)c(S(=O)(=O)Nc2ccc(C(=O)NCC(c3ccco3)N(C)C)cc2)c1 (stereo unspecified)	-14%
CC(C)C[C@@]12C(=O)N(c3cccc(F)c3)C(=O)N1[C@H](c1ccc(Cl)cc1)[C@@H]1C(=O)N(C3CCCCC3)C(=O)[C@@H]12	2%
COc1cccc(NC(=O)CN2C(=O)NC(Cc3c[nH]c4ccccc34)C2=O)c1 (stereo unspecified)	-1%
O=C(Cc1c(F)cccc1Cl)N1CCN(S(=O)(=O)c2cccs2)CC1	6%
Cc1ccccc1NC(=O)Cc1nc(COC(=O)CC(C)c2ccccc2)cs1 (stereo unspecified)	12%
COc1ccc(C(CNC(=O)c2ccc(NS(=O)(=O)c3ccc4c(c3)OCCO4)cc2)N(C)C)cc1 (stereo unspecified)	0%
CN(CC(=O)Nc1ccccc1Cl)C(=O)COC(=O)c1cc(S(=O)(=O)N(C)C)ccc1N1CCCC1	?
Cc1ccc(C)c(OCC(=O)Nc2ccc(N3CCOCC3)cc2N2CCOCC2)c1	34%
COCCN(C(=O)c1cc(Cl)ccn1)c1c(N)n(Cc2ccccc2)c(=O)[nH]c1=O	4%
COc1ccc(NC(=O)COC(=O)c2ccc3ccccc3n2)cc1OC	-3%
CCN(CC(=O)Nc1cc(Cl)ccc1C)C(=O)CN1C(=O)NC(CC)(c2ccccc2)C1=O (stereo unspecified)	6%
COc1ccc(NS(=O)(=O)c2cccc(C(=O)NNC(=O)CN3C(=O)NC(C)(C)C3=O)c2)cc1	8%
CC(Oc1ccc(F)cc1)C(=O)Nc1cc(S(=O)(=O)N2CCOCC2)ccc1N1CCN(C)CC1 (stereo unspecified)	-1%
O=C(NCCCn1ccnc1)c1ccc(NS(=O)(=O)c2ccc(Cl)c(Cl)c2)cc1	-13%
O=C(O[C@H]1[C@H](Cc2ccccc2)NS(=O)(=O)[C@H]2C[C@@H]3C=C[C@]12O3)c1ccc([N+](=O)[O-])cc1	-9%
COc1ccc(/C=C/C(=O)OCC(=O)c2ccccc2F)cc1	16%
CCCn1c(SCC(=O)c2cc(C)n(-c3cc(C)on3)c2C)n[nH]c1=O	-7%
CCCN=C1N(C)C[C@@H]2[C@@H]3C(=O)N(C)C(=O)[C@@H]3[C@](Cc3ccccc3)(C(=O)OC)N12	7%
Cc1sc2nc(CSCC(=O)N(CCC#N)c3ccccc3F)[nH]c(=O)c2c1C	2%
O=C(CCCN=C1NS(=O)(=O)c2ccccc21)OCC(=O)c1ccccc1	-13%
CCOC(=O)c1[nH]c(C)c(C(=O)OCC(=O)NCc2ccc(OC)c(OC)c2)c1C	-1%

Shown as a markdown table: part of the list above.
| SMILES | L3MBTL1 block |
| --- | --- |
| COCCN(C(=O)c1cc(Cl)ccn1)c1c(N)n(Cc2ccccc2)c(=O)[nH]c1=O | 4% |
| COc1ccc(NC(=O)COC(=O)c2ccc3ccccc3n2)cc1OC | -3% |
| CCN(CC(=O)Nc1cc(Cl)ccc1C)C(=O)CN1C(=O)NC(CC)(c2ccccc2)C1=O (stereo unspecified) | 6% |
| COc1ccc(NS(=O)(=O)c2cccc(C(=O)NNC(=O)CN3C(=O)NC(C)(C)C3=O)c2)cc1 | 8% |
| CC(Oc1ccc(F)cc1)C(=O)Nc1cc(S(=O)(=O)N2CCOCC2)ccc1N1CCN(C)CC1 (stereo unspecified) | -1% |
| O=C(NCCCn1ccnc1)c1ccc(NS(=O)(=O)c2ccc(Cl)c(Cl)c2)cc1 | -13% |
| O=C(O[C@H]1[C@H](Cc2ccccc2)NS(=O)(=O)[C@H]2C[C@@H]3C=C[C@]12O3)c1ccc([N+](=O)[O-])cc1 | -9% |
| COc1ccc(/C=C/C(=O)OCC(=O)c2ccccc2F)cc1 | 16% |
| CCCn1c(SCC(=O)c2cc(C)n(-c3cc(C)on3)c2C)n[nH]c1=O | -7% |
| CCCN=C1N(C)C[C@@H]2[C@@H]3C(=O)N(C)C(=O)[C@@H]3[C@](Cc3ccccc3)(C(=O)OC)N12 | 7% |
| Cc1sc2nc(CSCC(=O)N(CCC#N)c3ccccc3F)[nH]c(=O)c2c1C | 2% |
| O=C(CCCN=C1NS(=O)(=O)c2ccccc21)OCC(=O)c1ccccc1 | -13% |
| CCOC(=O)c1[nH]c(C)c(C(=O)OCC(=O)NCc2ccc(OC)c(OC)c2)c1C | -1% |
